# Source: PubChem BioAssay (National Center for Advancing Translational Sciences (NCATS))
# p53null 32C tox – p53 null cell cytotoxicity, permissive temperature; Potency, µM (top dose mostly 46.1 µM), for inactives: top-dose activity change, negative = cytotoxicity, most hits filed as cytotoxic; hit rate 0.62% among 55,000; H1299-neo p53 null cells, ATP luminescence, 24 h, 32C;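 further: potency means the concentration at half of the fitted maximal effect; 0% = DMSO only and -100% = full killing by 100 µM tamoxifen; nearly all actives have a fitted effect of over 55% in size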
#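 We seeded p53-null H1299-neo cells, incubated them overnight at 37C, and added compounds across a range up to 46 uM. After 24 hours at 32C, ATP reagent was applied for 20 min at room temperature and luminescence recorded.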
# NTMT1 inhibitor – blocks human N-terminal methyltransferase 1 activity | NTMT1 MTase-Glo SAH luminescence, purified enzyme | Potency, µM (highest dose often 114 µM), without a hit: at the highest dose activity change, negative = inhibition, hits mostly inhibitors | hit rate 2.5% among 59,000 | Q9BV86;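 further: potency means the concentration at half of the fitted maximal effect; plate controls were DMSO vehicle for no effect and no enzyme for full effect; nearly all actives have a fitted effect of over 65% in size; many of its hits are not listed in these tables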
# FH mod – Identification of activators of human fumarate hydratase by quantitative high-throughput screening; Fumarate hydratase, mitochondrial (Homo sapiens), P07954; FH coupled MDH/diaphorase resazurin fluorescence, 15 min; Potency, µM (titrated, usually from 79.9 µM), for inactives: at the highest dose activity change, negative = inhibition, usual class: inhibitors; hit rate 0.22% among 54,000; AID 1347055, 2019; further: potency means the concentration at half of the fitted maximal effect; on the % scale 0 is the no-effect control and ±100 the full control effect; the screen sought activators but most active calls are inhibition curves; nearly all actives have a fitted effect of over 45% in size
# Target sequence (P07954 whole entry, looked up): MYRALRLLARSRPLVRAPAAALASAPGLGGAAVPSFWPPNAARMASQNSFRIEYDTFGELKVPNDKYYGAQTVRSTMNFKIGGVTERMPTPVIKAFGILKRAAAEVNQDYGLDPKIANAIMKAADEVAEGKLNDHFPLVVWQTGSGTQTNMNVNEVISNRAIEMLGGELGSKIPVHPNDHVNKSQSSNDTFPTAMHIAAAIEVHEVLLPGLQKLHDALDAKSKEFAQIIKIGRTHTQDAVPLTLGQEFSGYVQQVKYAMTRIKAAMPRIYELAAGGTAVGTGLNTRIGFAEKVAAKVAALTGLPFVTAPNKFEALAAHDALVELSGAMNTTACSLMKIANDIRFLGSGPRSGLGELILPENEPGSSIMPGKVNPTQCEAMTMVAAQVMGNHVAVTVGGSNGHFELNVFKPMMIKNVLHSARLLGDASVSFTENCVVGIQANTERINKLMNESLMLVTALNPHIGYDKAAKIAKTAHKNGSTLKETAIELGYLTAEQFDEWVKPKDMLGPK
# p53null 39C kill – kills p53 null cells at the nonpermissive temperature | Potency, µM (top dose mostly 46.1 µM), for the others: at the highest dose activity, negative = cell killing, usual class: cytotoxic | hit rate 0.97% among 55,000 | H1299 p53-null (neo) cells, 39C, ATPlite viability, 24 h;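 further: potency means the concentration at half of the fitted maximal effect; 0% = DMSO only and -100% = full killing by 100 µM tamoxifen; nearly all actives have a fitted effect of over 50% in size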
#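 Concentration-response (up to 46 uM) was run for 24 h at the nonpermissive 39C on H1299-p53A138V or H1299-neo cells. ATP content was measured with ATPlite luminescence. AC50 values were Hill-modeled after normalizing between DMSO and 100 uM tamoxifen killing.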
# GALK inh – inhibitors of human galactokinase (GALK). 44,000 tested, under 10 active. recombinant GALK, Kinase-Glo ATP luminescence, 1 h. Potency, µM (series often up to 57.5 µM), for inactives: at the top dose activity, negative = inhibition, actives largely listed as inhibitors;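 further: plate controls were full GALK reaction for no effect and reaction lacking GALK for full effect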
#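 5 nM GALK with 35 µM ATP and 100 µM galactose in HEPES pH 8.0, MgCl2, NaCl, DTT, BSA; 1 h RT reaction, remaining ATP detected by Kinase-Glo Plus luminescence after 10 min; qHTS concentration series.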
# B2AR arrestin ag – ADRB2 beta-arrestin recruitment; P07550; HTLA Tango cells, beta-arrestin recruitment, luciferase luminescence, 18 h; Potency, µM (highest dose often 46.1 µM), for the others: top-dose activation, hits mostly activators; 44,000 tested, under 10 active; AID 1347077;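 further: potency means the concentration at half of the fitted maximal effect; 0% = DMSO and full agonism = EC100 isoproterenol or metaproterenol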
# Target sequence (P07550 whole entry, looked up): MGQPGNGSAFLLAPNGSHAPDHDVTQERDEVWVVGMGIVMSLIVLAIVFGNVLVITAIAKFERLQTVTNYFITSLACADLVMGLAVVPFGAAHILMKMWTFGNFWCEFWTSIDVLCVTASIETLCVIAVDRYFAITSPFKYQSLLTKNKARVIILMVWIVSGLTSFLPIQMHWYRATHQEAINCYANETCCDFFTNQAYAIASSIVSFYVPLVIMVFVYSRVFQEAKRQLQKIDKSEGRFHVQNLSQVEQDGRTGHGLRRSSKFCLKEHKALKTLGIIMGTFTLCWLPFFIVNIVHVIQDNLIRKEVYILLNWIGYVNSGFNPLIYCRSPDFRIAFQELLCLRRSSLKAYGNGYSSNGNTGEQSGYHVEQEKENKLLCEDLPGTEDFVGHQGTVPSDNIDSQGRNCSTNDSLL
#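 Luminescence read-out: arrestin recruitment to recombinant beta2-AR releases tTA, inducing luciferase. Cells exposed 18 hr at 37 degrees C to up to 46 microM compound; %Activity from corrected signal, concentration-response curves classified by r2, magnitude and efficacy.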
# TSG101-PTAP inh – TSG101-PTAP interaction inhibition, HIV-1 budding; AID 1347069; Potency, µM (highest dose often 115 µM), for the others: top-dose activity change, negative = inhibition, most hits filed as inhibitors; Fluorescence polarization, FITC-PTAP peptide/Tsg101, 20 min; Q99816; 44,000 tested, under 10 active; further: potency means the concentration at half of the fitted maximal effect; 0% is about no effect
#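 Steps: Tsg101 binding domain (10 uM final) in HEPES pH 7.5/NaCl/Tween 20/EDTA/TCEP; add compound; add FITC-PTAP peptide (50 nM final); incubate 20 min r.t.; read polarization.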
# Starred values were filed as active, the others as inactive; ? = inconclusive; / = not tested or not shown; [ ] = remark or other dose. The call rests on the fitted dose curve; in most records, active means well fitted curve in the direction sought with a large enough effect; inconclusive means small, poorly fitted or top-dose-only effect, or another doubt; inactive means no such curve, though single readings can be large; an effect the other way counts as inactive or inconclusive.
molecule | p53null 32C tox | NTMT1 inhibitor | FH mod | p53null 39C kill | GALK inh | B2AR arrestin ag | TSG101-PTAP inh
COc1ccccc1CCNC(=O)C(=O)NCC(c1ccc2c(c1)OCO2)N1CCOCC1 (stereo unspecified) | -5% | 3% | 18% | 3% | -1% | -1% | 2%
CCCCOc1ccccc1C1CC(=O)Nc2cc(C)c(C)cc21 (stereo unspecified) | 51%[activator] | -1% | -23% | 14% | -1% | -1% | -1%
CCN(CC)C(=O)c1sc2c(c1C)c(=O)n(-c1ccccc1)c(=O)n2CC(=O)N(CC)c1cccc(C)c1 | -7% | 16% | -5% | 16% | 1% | -2% | -4%
Cc1cc(NC(=O)COCc2cc(-c3ccc(F)cc3)on2)ccc1Br | 2% | 5% | -28% | -16% | 0% | 0% | -3%
Cc1cccc(-c2nc(CCNC(=O)Cc3ccc(F)cc3)cs2)c1 | -7% | 10% | -4% | 9% | 0% | 0% | -9%
COCCCNC(=O)C1CCN(c2ncnc3c2nc2n3CCCCC2)CC1 | -2% | -3% | -9% | 4% | 2% | 0% | 0%
CC(C(=O)Nc1cc(C(F)(F)F)ccc1Cl)n1nnc2sc3c(c2c1=O)CCCC3 (stereo unspecified) | -3% | 7% | -15% | -2% | 0% | -2% | 9%
O=C(NCc1ccccc1Cl)C1CCCN(C(=O)c2cnn(-c3ccc(F)cc3)c2-n2cccc2)C1 (stereo unspecified) | 1% | -6% | -6% | 10% | 1% | 0% | 3%
COc1cc(NC(=O)c2cc3ccccn3n2)cc(OC)c1OC | -16% | / | / | -4% | 3% | 0% | -4%
COc1ccc(-c2nc(CS(=O)CC(=O)NCCc3ccccc3)c(C)o2)cc1OC (stereo unspecified) | -3% | ? | -3% | -7% | -14% | 1% | -4%
CCc1ccc(NC(=O)C2(c3cccs3)CCOCC2)cc1 | -4% | 0% | 0% | 4% | -3% | -4% | 3%
COc1ccc(CCNC(=O)C(C)n2nc(C)c3sc4ccccc4c3c2=O)c(OC)c1 (stereo unspecified) | -21% | 7% | -17% | ? | 1% | -1% | 3%
CCc1cccc(NC(=O)C2CCCN2S(=O)(=O)c2ccc3c(c2)n(C)c(=O)c(=O)n3C)c1 (stereo unspecified) | 1% | 4% | -12% | 0% | -2% | -2% | 1%
CCCCn1cc(S(=O)(=O)c2ccc(OC)cc2)c(=O)c2cc(F)c(N3CCCC3)cc21 | 2% | ? | -19% | -10% | 3% | 0% | 0%
COc1ccc(-c2noc(COc3cc(C)c(Br)c(C)c3)n2)cc1OC | 4% | 3% | -27% | -5% | 0% | 1% | 2%
COc1ccc(CNC(=O)c2cnn3c(C)c(Cc4c(F)cccc4Cl)c(C)nc23)cc1 | 17% | -6% | ? | -11% | 2% | -2% | -1%
CCCc1cc(=O)oc2cc(C)c3c(-c4ccccc4)c(C)oc3c12 | 14% | / | / | 10% | 0% | -2% | -1%
COc1ccc(OC)c(CCNC(=O)c2c(C)nn(-c3ccc(F)cc3)c2-n2cccc2)c1 | 12% | 6% | -25% | 17% | -3% | -1% | -5%
CCOC(=O)c1sc(N2C(=O)c3oc4ccc(F)cc4c(=O)c3C2c2ccc(O)cc2)nc1C (stereo unspecified) | -3% | 1% | -14% | -18% | -8% | 1% | -7%
CCCCc1nn2c(=O)cc(COC(=O)c3cccc(OC)c3)nc2s1 | -6% | -4% | -1% | -3% | 0% | 0% | 2%
Clc1cccc(-n2cc(-c3ccccc3)c3c(N4CCCCC4)ncnc32)c1 | -1% | -4% | -3% | -6% | 1% | -1% | -1%
COC(=O)c1cc2occc2n1CC(=O)Nc1ccc(C)cc1Cl | -3% | -6% | 0% | -11% | 5% | 1% | 3%
CC(C)c1ccc(C2c3c(-c4ccccc4O)n[nH]c3C(=O)N2Cc2ccncc2)cc1 (stereo unspecified) | 21% | -1% | 3% | -12% | 3% | ? | -2%
CCOC(=O)c1ccc(NC(=O)CC2Sc3ccc(C(F)(F)F)cc3NC2=O)cc1 (stereo unspecified) | -10% | -1% | -3% | 1% | 3% | -1% | -3%
CCOc1ccc(CNC(=O)C2CCN(C(=O)N3CC(CC)Oc4ccc(C)cc43)CC2)cc1OC (stereo unspecified) | 6% | ? | -10% | 16% | 1% | 0% | 1%
CCOC(=O)C(CC)n1nc(C)c2c(C)n(-c3ccc(C)cc3)nc2c1=O (stereo unspecified) | 2% | 8% | 0% | -10% | 2% | -1% | -3%
CCOc1ccccc1CNC(=O)C1CCN(S(=O)(=O)c2ccc3[nH]c(=O)ccc3c2)CC1 | -1% | -1% | 4% | 13% | 1% | 0% | 0%
Cc1ccccc1CNC(=O)Cn1ccc2cc(S(=O)(=O)N3CCCCC3)ccc21 | 6% | -6% | -7% | 10% | 0% | 0% | 1%
CCn1c(SCc2ccccc2)nnc1-c1nonc1NC(C)=O | -4% | 10% | -1% | -5% | 0% | ? | -2%
Cc1ccc(S(=O)(=O)Nc2nc3n(n2)C(c2ccccc2Cl)C=C(c2ccccc2)N3)cc1 (stereo unspecified) | 10% | 12% | -31% | -10% | 3% | -3% | -1%
CCOc1ccccc1NC(=O)C(C)Sc1nc(-c2ccccc2)c(C#N)c(=O)[nH]1 (stereo unspecified) | 24% | -7% | ? | -3% | 1% | -1% | -8%
CCSc1nnc2c(n1)OC(c1ccc(OC)cc1OC)N(C(C)=O)c1ccccc1-2 (stereo unspecified) | 29% | -12% | 1% | 24% | 4% | 1% | 0%
CCCS(=O)(=O)Nc1cc(-c2cn3cccc(C)c3n2)ccc1C | ? | -19% | -19% | ? | -1% | -1% | -5%
CCCCN(CC)CCCNC(=O)C1CCCN(c2ncnc3c2nc2n3CCCCC2)C1 (stereo unspecified) | -3% | -10% | -5% | -5% | -5% | -1% | 6%
CCCCn1c(=N)c(C(=O)NC2CCCCC2)cc2c(=O)n3cccc(C)c3nc21 | -2% | 7% | -19% | -3% | 0% | 0% | -6%
Cc1ccc(NCc2cccn2-c2nnc(N3CCC(C(=O)NCc4ccc(F)cc4)CC3)s2)cc1 | 9% | 8% | -23% | -3% | -12% | 1% | -11%
CCc1cccc(C)c1NS(=O)(=O)c1ccc2c(c1)NC(=O)C(C)C(=O)N2 (stereo unspecified) | 2% | -6% | -6% | 3% | -1% | 1% | -1%
CC(=O)c1ccc(NS(=O)(=O)c2ccc(-n3cccn3)cc2)cc1 | -2% | 13% | 0% | 13% | 0% | 0% | 2%
O=C(CCSCc1cnn(-c2ccccc2)c1-n1cccc1)NCc1ccccc1F | -2% | 0% | ? | -3% | 4% | 6% | -3%
COc1cccc(-c2nc3c(c(SCc4ccccc4Cl)n2)Cc2c(CO)cnc(C)c2O3)c1 | 0% | 3% | 0% | -19% | 2% | 0% | -2%
CCOC(=O)C1CCN(c2ncnc3c2nnn3C)CC1 | -4% | 0% | 10% | 8% | 0% | -2% | 0%
COc1ccc(CNC(=O)C(=O)NCC(c2cccs2)S(=O)(=O)c2ccc(F)cc2)cc1 (stereo unspecified) | 5% | -3% | -11% | -2% | -1% | 0% | 3%
CCOCCCn1c(=N)c(C(=O)NC2CCCC2)cc2c(=O)n3cccc(C)c3nc21 | 3% | -4% | 6% | -7% | 1% | -1% | -4%
CCn1nnc2cc(C(=O)Nc3ccc(Br)cc3F)ccc21 | -17% | 9% | -4% | -13% | 0% | 0% | 0%
O=C(Nc1ccc(S(=O)(=O)N2CCCCC2c2cccnc2)cc1)c1ccc(F)cc1 (stereo unspecified) | -4% | -18% | -37% | 1% | 5% | 1% | -2%
COc1cc(CN(C(=O)COc2ccccc2)c2ccccn2)cc(OC)c1OC | -2% | 12% | 2% | 4% | 0% | -3% | -1%
O=C(Nc1nnc(S(=O)(=O)N2CCc3ccccc32)s1)c1ccccc1 | 8% | 15% | -14% | -30% | 3% | -1% | 0%
COc1ccc2[nH]cc(CCNC(=O)Nc3cc(C)cc(C)c3)c2c1 | 11% | -6% | ? | 20µM* | 0% | -3% | 4%
CCOc1ccc(-c2cc(NC(=O)c3ccc(C)cc3)c(C(=O)OC)s2)cc1 | -4% | -6% | -4% | -2% | 7% | -3% | 1%
COc1ccc(OC)c2sc(N(Cc3cccnc3)C(C)=O)nc12 | 5% | 7% | -8% | 6% | -1% | -3% | -1%
COc1ccccc1C(=O)OCc1cc(=O)n2nc(C(C)C)sc2n1 | -9% | -3% | 3% | 0% | -1% | -1% | -3%
Cc1ccc2c(c1)C(c1ccc(F)cc1)N(C(=O)c1ccc(OC(C)C)cc1)CC(=O)N2 (stereo unspecified) | 30% | ? | ? | 41%[activator] | 2% | -2% | -1%
COc1cc(NC(=O)c2cc(C3CC3)nc3c2c(C)nn3-c2ccccc2)cc(OC)c1 | 4% | -25% | -30% | ? | -1% | 1% | -5%
CCOC(=O)c1c(S(=O)(=O)N2CCC(C(=O)Nc3ccc(C)cc3C)CC2)c(C)n(C)c1C | 6% | 2% | 1% | 1% | 3% | -2% | -4%
CCCCS(=O)(=O)c1oc(-c2cccs2)nc1S(=O)(=O)c1ccccc1 | ? | -1% | -22% | ? | 4% | -1% | 0%
Cc1ccc2nc(N3CCN(c4cccc(C)c4C)CC3)c3nncn3c2c1 | -4% | ? | -6% | -13% | 2% | -2% | 1%
Cc1c(CNC2CCCCC2)c(C(=O)O)c(C)n1Cc1cccc(Cl)c1 | -2% | 11% | 0% | -16% | 0% | -4% | 14%
CCCOc1ccc(C(=O)Nc2cccc(NC(=O)c3ccc(Cl)cc3Cl)c2)cc1 | ? | 11% | -6% | ? | 2% | 0% | -3%
CCOC(=O)c1c(C)n(-c2ccccc2)c2ccc(OC(=O)c3cccc(OC)c3OC)cc12 | 5% | 6% | -16% | 14% | 0% | 0% | 0%
Cc1ccc(C)c(OCC(=O)Nc2sc3c(c2C#N)CCCC3)c1C | 23% | 3% | 3% | 1% | -1% | -1% | -3%
O=C1CCSc2ccc(S(=O)(=O)Nc3cccc(C(F)(F)F)c3)cc2N1 | 0% | -3% | -12% | -6% | -1% | 0% | -10%
Cc1nn(-c2ccccc2)c2sc(C(=O)Nc3ccc(Cl)cc3Cl)cc12 | 2% | 4% | -8% | 17% | 0% | 0% | -1%

# This is a subset (hit frequency here may not be typical).
